# GCN5L2 inh: GCN5L2 (KAT2A) acetyltransferase inhibition; Q92830; GCN5L2 HAT assay, ThioGlo1 CoA-SH fluorescence; Potency, µM (top dose mostly 58.9 µM), for inactives: top-dose activity change, negative = inhibition, most hits filed as inhibitors; 390,000 compounds, 0.21% hits; AID 504327
#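 Free CoA generated was detected with ThioGlo1 (50uM) fluorescence at Ex340nm/Em540nm, read immediately and after 20 min at room temperature. Enzyme, 20 nM in HEPES pH 7.5 buffer, saw compounds 15 min before adding 75uM H3(1-25) peptide and 70uM acetyl-CoA.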
# DT40 TDP1 no CPT: qHTS for Inhibitors of human tyrosyl-DNA phosphodiesterase 1 (TDP1): qHTS in cells in absence of CPT; 420,000 compounds, 15% hits; Potency, µM (series often up to 46.2 µM), without a hit: at the top dose activity change, negative = growth inhibition, usual class: inhibitors; DT40 Tdp1-/- hTDP1 cells, no CPT, ATP luminescence, 48 h; note: nearly all actives have a fitted effect of over 55% in size
#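 Growth kinetics read by CellTiter-Glo luminescence after ≥48 hr at 37 °C. Cells: DT40 Tdp1-/- stably carrying human TDP1, 400 per well, compound exposure in the absence of CPT (DMSO vehicle).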
# TDP1 inh: inhibitors of human tyrosyl-DNA phosphodiesterase TDP1; recombinant TDP1, AlphaScreen DNA substrate cleavage; Potency, µM (titrated, usually from 130 µM), inactives show at the highest dose activity change, negative = inhibition, most hits filed as inhibitors; 350,000 compounds, 0.28% hits; Q9NUW8; note: nearly all actives have a fitted effect of over 40% in size
# Target sequence (Q9NUW8 whole entry, looked up): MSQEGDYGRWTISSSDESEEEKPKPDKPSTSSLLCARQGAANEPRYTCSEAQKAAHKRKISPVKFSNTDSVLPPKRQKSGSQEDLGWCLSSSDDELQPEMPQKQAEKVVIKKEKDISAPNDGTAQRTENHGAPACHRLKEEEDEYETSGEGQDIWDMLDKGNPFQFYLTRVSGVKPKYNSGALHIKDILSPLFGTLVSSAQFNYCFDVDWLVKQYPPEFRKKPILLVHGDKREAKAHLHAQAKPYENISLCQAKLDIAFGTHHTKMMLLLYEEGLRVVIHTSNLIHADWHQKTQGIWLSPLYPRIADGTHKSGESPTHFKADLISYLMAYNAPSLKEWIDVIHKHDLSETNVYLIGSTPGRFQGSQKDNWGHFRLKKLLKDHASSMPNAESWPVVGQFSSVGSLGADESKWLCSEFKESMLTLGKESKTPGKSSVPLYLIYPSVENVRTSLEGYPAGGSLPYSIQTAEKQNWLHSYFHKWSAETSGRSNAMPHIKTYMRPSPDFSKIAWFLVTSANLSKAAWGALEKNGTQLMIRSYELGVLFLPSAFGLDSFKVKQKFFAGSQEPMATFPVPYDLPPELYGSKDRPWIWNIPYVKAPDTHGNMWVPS
#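 Recombinant E. coli-expressed Tdp1 (1 nM) preincubated with compound 15 min at RT, then 5'-biotin/3'-phosphotyrosine-FITC DNA substrate (15 nM) added for 5 min. AlphaScreen beads (10 ug/ml) added, 10 min RT; tyrosine-FITC cleavage read as signal loss.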
# * = called active by the depositor; ? = inconclusive; . = no result given; & = joins results of further samples; [ ] = remark or other dose. Calls come from the whole dose curve; as a rule, active = well fitted curve in the direction sought with a large enough effect; inconclusive = small, poorly fitted or top-dose-only effect, or another doubt; inactive = no such curve, though single readings can be large; an effect the other way counts as inactive or inconclusive. % is set by controls: 0 for no effect and ±100 for the full control effect; potency is the fitted concentration of half-maximal effect.
# The line under a structure holds: GCN5L2 inh | DT40 TDP1 no CPT | TDP1 inh
1) COC(=O)c1cccc(NC(=O)c2cc(OC)c(OC)c(OC)c2Br)c1
    -2% | 9% | 0%
2) Cc1ccccc1C(=O)NCC(=O)Nc1ccc(C)c(S(=O)(=O)N2CCCCCC2)c1
    -8% | ? | 5%
3) CCCN1CCN(C(=O)c2ccccc2-c2nc3ccccc3s2)CC1
    -4% | -8% | 1%
4) COc1cc(C(C[N+](=O)[O-])c2c(C)[nH]c3ccccc23)ccc1O (centres undefined)
    -1% | -18% | 8%
5) COc1ccc(-c2cc(C(=O)NCC(C)C)no2)cc1
    -4% | -11% | 0%
6) Cc1cccc2c(N)c3c(nc12)N(C)CC3
    -2% | 12µM* | .
7) O=C(Cc1ccccc1)Nc1ccc(NC(=S)NC(=O)c2ccccc2)cc1
    3% | ? | 2%
8) CCOC(=O)c1ccoc1CN1CCN(S(=O)(=O)c2ccc(C)c(C)c2)CC1
    -3% | -29% | 1%
9) Cc1c(-c2nc(-c3ccncc3)no2)cccc1[N+](=O)[O-]
    -2% | ? | .
10) O=C1C(C23CC4CC(CC(C4)C2)C3)C(=O)N(c2ccccc2)N1c1ccccc1
    2% | 0% | -6%[56.1 µM]
11) Cc1cc(Cl)ccc1C(=O)C1CCCN(C(=O)c2cnsn2)C1 (centres undefined)
    -5% | ? | 5%
12) Cc1ccc(S(=O)(=O)N2CCC(=O)N(CCOC(=O)Nc3ccc(F)cc3)CC2)cc1
    1% | ? | 3%
13) Cc1ccc(C(C)NC(=O)CSc2ccc(S(=O)(=O)N3CCOCC3)cn2)cc1C (centres undefined)
    2% | ? | 3%
14) Cc1ccc(CNC(=O)C(=O)c2cn(CC(=O)N3CCOCC3)c3ccccc23)cc1
    -14% | 13% | 4%
15) O=C(CCCC[C@@H]1SC[C@H]2NC(=O)N[C@H]12)Nc1ccc(C(=O)O)cc1
    -4% | . | 29%
16) CCCOC(=O)C(C)n1cnc2scc(-c3ccc(C)cc3)c2c1=O (centres undefined)
    -3% | 0% | .
17) CN(C)CCNC(=O)c1cc2sc3ccccc3c2s1
    -11% | 23µM* | 1%
18) O=C(COC(=O)c1ccc[nH]c1=O)NC1CCCC1
    -2% | -29% | 8%
19) CCOC(=O)N1CCC(N(CCN(C)C)C(=S)Nc2cccc(C)c2)CC1
    9% | -3% | 0%
20) COc1cc(NC(=O)C2CC(c3ccccc3Cl)=NO2)cc(OC)c1OC (centres undefined)
    -7% | 23µM* | 5%
21) O=C(NCCc1ccccc1)c1c(O)c2ccccc2[nH]c1=O
    -18% | ? | .
22) COc1ccc(NS(=O)(=O)c2ccc(C)c(C(=O)N(C)Cc3ccc(OC)cc3OC)c2)cc1
    -4% | 18µM* | 0%
23) CC1=C(C(=O)Nc2ccccc2)C(c2ccco2)C(C#N)=C(SCC(=O)Nc2cccc(C)c2C)N1 (centres undefined)
    -9% | ? | 8%
24) COc1ccc(S(=O)(=O)N2CCCC(C(=O)NCCc3ccccc3)C2)cc1 (centres undefined)
    0% | ? | 0%
25) CCOC(=O)c1c(CN(C)C)n(-c2ccc(C)cc2)c2cc(Br)c(O)cc12
    -2% | ? | 3%
26) O=C(N/N=C/C=C/c1ccccc1[N+](=O)[O-])c1cc(-c2cccnc2)nc2ccccc12
    -3% | 21µM* | 0%
27) CCCC(=O)NCCCc1nc2ccccc2n1C
    -2% | 3% | 2%
28) Cc1cc(C(=O)COC(=O)c2ccncc2)c(C)n1Cc1ccco1
    -14% | -19% | 6%
29) Cn1nccc1NC(=O)Nc1cccc(Cl)c1
    -1% | -19% | -3%
30) CN1C(=O)C(O)(CC(=O)/C=C/c2ccco2)c2cc(Br)ccc21 (centres undefined)
    -7% | 4.1µM* | 1%
31) O=C(Nc1ccnn1C1CCN(CCCc2ccccc2)CC1)c1ccccc1
    -9% | -11% | 0%
32) CCN(CC)S(=O)(=O)c1nnc(NC(=O)c2ccccc2Cl)s1
    -9% | -13% | 1%
33) c1ccc(-n2ncc3c(NCCN4CCOCC4)ncnc32)cc1
    -3% | -8% | 5%
34) Cc1cccc(C)c1NC(=O)C1c2ccccc2Oc2ccccc21
    -3% | -12% | 2%
35) CCOC(=O)/C(C#N)=C/c1ccc(OC(=O)c2ccco2)c(OCC)c1
    10% | -2% | 3%
36) CC1CCN(S(=O)(=O)c2ccc(NC(=O)CN3CCCC(C)C3)cc2)CC1 (centres undefined)
    -3% | ? | 6%
37) Cc1ccc(-n2nnnc2CNC(=O)c2ccccc2S(C)(=O)=O)cc1C
    -1% | -17% | 5%
38) O=S(=O)(NCC(c1ccco1)N1CCN(c2ccc(F)cc2)CC1)c1ccccc1 (centres undefined)
    -3% | 21µM* | 10%
39) Nc1nc(N)c2sc3nc(C(F)(F)F)cc(C(F)(F)F)c3c2n1
    -6% | ? | 3%
40) Cc1c(C(=O)OCC(=O)N2c3ccccc3CC2C)oc2ccccc12 (centres undefined)
    -3% | -1% | -4%
41) CCC(CO)Nc1ncnc2c1cnn2-c1ccc(OC)cc1 (centres undefined)
    -5% | -21% | 3%
42) COc1cc(CN2CCNC(=O)C2CC(=O)NCCCN2CCOCC2)cc(OC)c1 (centres undefined)
    ? | 6% | 3%
43) CCOC(=O)c1sc(NS(=O)(=O)c2ccc(F)cc2)nc1C
    -8% | -1% | -3%
44) Cc1cc(C)nc(N2C(=O)CC(C(=O)O)NC2=NCCc2c[nH]c3ccccc23)n1 (centres undefined)
    -1% | -16% | -2%
45) NC(=O)c1cc2ccccc2o/c1=N/NC(=O)c1cccc(Cl)c1
    0% | -28% | .
46) O=C(NCCNc1ccc([N+](=O)[O-])cc1C(F)(F)F)c1cccc(F)c1
    -7% | 21µM* | 4%
47) O=C(Nc1ccc(S(=O)(=O)N2CCOCC2)cc1)c1ccc(S(=O)(=O)N2CCOCC2)cc1
    ? | -4% | .
48) CCn1nc(C)c(CN2CCC(C(=O)Nc3cccc(-c4cccc(F)c4)c3)CC2)c1C
    -7% | ? | 4%
49) O=C(O)c1cccc2c3c([nH]c12)CCCC3
    -1% | -2% | .
50) COC(=O)c1sccc1NC(=O)c1ccc(Cl)s1
    -1% | -8% | 6%
51) O=C(Oc1ccc(C(=S)N2CCOCC2)cc1)c1ccc([N+](=O)[O-])cc1[N+](=O)[O-]
    -2% | 7% | .
52) O=C(NCN1CCN(c2ccccc2)CC1)c1cnccn1
    -2% | 4% | .
53) O=c1[nH]c2ccccc2nc1Cc1ccc(Cl)cc1
    -1% | -1% | 2%[0.0935 µM]
54) CC(C)(C)C1CCC(=NNC(=O)CC(=O)NCc2ccccc2)CC1 (centres undefined)
    -5% | 11% | 5%
55) Cc1ccc(C)c(NS(=O)(=O)c2cc(C(=O)NCCC3=CCCCC3)ccc2C)c1
    -21% | ? | 4%
56) Cc1ccc(C)c(S(=O)(=O)Nc2ccc(S(=O)(=O)Nc3onc(C)c3C)cc2)c1
    2% | -21% | 1%
57) CCN(CC)C(=S)SCC(=O)Nc1nc(=O)c2ccccc2s1
    -6% | -27% | 9%
58) CCn1c(SCC(=O)Nc2ccccc2N2CCCCC2)nc2c1c(=O)n(C)c(=O)n2C
    -1% | 16µM* | 8%
59) Cc1ccn2cc(CCNC(=O)CC3CCCCC3)nc2c1
    -3% | 7% | 0%
60) CCOC(=O)c1cc(OC(=O)c2ccc(C)cc2)n(-c2ccccc2)n1
    10% | . | -1%

# Only GCN5L2 inh, for two of the compounds above:
item	smiles	GCN5L2 inh
39	Nc1nc(N)c2sc3nc(C(F)(F)F)cc(C(F)(F)F)c3c2n1	-6%
46	O=C(NCCNc1ccc([N+](=O)[O-])cc1C(F)(F)F)c1cccc(F)c1	-7%

# Profiles from above. Order of screens: GCN5L2 inh | DT40 TDP1 no CPT | TDP1 inh
# CC1CCN(S(=O)(=O)c2ccc(NC(=O)CN3CCCC(C)C3)cc2)CC1 (centres undefined) as listed: -3% | ? | 6%
# O=C(Nc1ccnn1C1CCN(CCCc2ccccc2)CC1)c1ccccc1 as listed: -9% | -11% | 0%
# O=C(O)c1cccc2c3c([nH]c12)CCCC3 as listed: -1% | -2% | .

# Other structures:
# The line under a structure holds: GCN5L2 inh | DT40 TDP1 no CPT | TDP1 inh
61) CCCCCCc1ccc(N2C[C@H](Cc3ccccc3)[C@@H](CC(=O)NCc3ccc(OC)cc3)C2=O)cc1
    -17% | 13µM* | .
62) CCOc1ccc(CN(C)CC(=O)NNC(=O)c2ccc(Cl)cc2)cc1OC
    -11% | -26% | -3%
63) Cc1ccc(CN2CCSc3ccc(C(=O)NCc4cccnc4)cc32)cc1
    -13% | ? | 8%
64) CCN(CC(=O)NC1CCCC1)S(=O)(=O)c1ccc(Br)cc1
    -24% | ? | 2%
65) Cc1ccc(S(=O)(=O)NNC(=O)c2ccc(O)cc2)cc1
    -6% | -2% | -3%
66) CCc1ccc(C2=CC(c3cccc(OC)c3OC)n3c(nc4ccccc43)N2)cc1 (centres undefined)
    -9% | ? | 9%
67) COCCNC(=O)C1(C)C=CC2(CCCCC2)N1C(=O)c1ccccc1 (centres undefined)
    -4% | 6% | 3%&5%
68) COc1ccc(Cc2noc(CN(C)CC3CCN(Cc4ccccc4)CC3)n2)cc1OC
    2% | -23% | 4%
69) CCCn1c(SCC(=O)Nc2c(C)cccc2CC)nnc1C(C)C
    0% | -4% | 2%
70) Cn1cnc2cc(NCc3ccccc3Cl)ccc21
    -2% | -16% | .
71) COc1ccc(C)c2sc(N(Cc3cccnc3)C(=O)c3cccs3)nc12
    -3% | ? | 5%
72) Clc1ccccc1C1SCC2Nc3ccccc3CN21 (centres undefined)
    ? | -22% | 4%
73) Cc1cccn2c(=O)c(C=O)c(N3CCSCC3)nc12
    -2% | -17% | .
74) COc1ccc(NS(=O)(=O)c2cc(NC(=O)c3ccc(C)s3)ccc2N2CCOCC2)cc1
    -9% | -25% | 1%
75) NC(=O)CSc1ncc2c(n1)-c1ccccc1N(Cc1cccc(F)c1)S2(=O)=O
    -6% | ? | -3%
76) C(=C\c1ccncc1)/c1ccncc1
    0% | 24% | 0%
77) Cc1cccn2c(=O)c3cc(C(=O)NCC4CCCO4)c(=N)n(Cc4cccnc4)c3nc12 (centres undefined)
    -9% | 26µM* | 10%
78) CCOC(=O)CNC(=O)CSc1nc(-c2cccc(C)c2)ns1
    -17% | ? | 0%
79) CCOC(=O)N1CCN(CCC(=O)Nc2ccc(C)c(Br)c2)CC1
    2% | ? | 1%
80) Cc1cccc(C)c1NC(=O)CCSc1nc(-c2ccc3c(c2)OCO3)cc(C(F)(F)F)n1
    -5% | . | -1%
81) COc1ccc(/C=C/C(=O)NCCC(=O)N2CCCN(C)CC2)cc1
    -11% | ? | 1%
82) Cc1cccc(NC(=S)N2CCC(NC(=O)c3ccco3)CC2)c1
    0% | -27% | -2%
83) O=C(CCS(=O)(=O)c1ccc(Br)cc1)N1CCN(c2ccccc2)CC1
    0% | ? | -4%
84) Cc1ccc(NC(=O)c2ccc3nc(N4CCOCC4)sc3c2)c(Cl)c1
    0% | ? | .
85) Cc1cccc(COc2ccc(S(=O)(=O)N3CCOCC3)cc2[N+](=O)[O-])c1
    0% | -16% | 0%
86) COc1ccc(NS(=O)(=O)c2ccc(NC(=S)NC(=O)/C=C/c3ccccc3)cc2)nn1
    0% | 16µM* | 5%
87) FC(F)(F)c1cnc(/C=C/Nc2ccccc2Cl)c(Cl)c1
    -13% | -10% | 3%
88) CCn1c(-c2cc(C3CC3)nc3ccccc23)n[nH]c1=S
    -1% | ? | 5%
89) O=C(Nc1ccccn1)c1cccs1
    . | 26µM* | 5%
90) CCCCOc1ccc(C2(C)NC(=O)NC2=O)cc1 (centres undefined)
    -2% | 18µM* | .
91) O=C(CSc1nnc(-c2ccccc2)c(-c2ccccc2)n1)NC1CCCC1
    28% | ? | 0%
92) CCC(=O)N1CCc2cc(S(=O)(=O)NC(Cc3ccccc3)C(=O)Nc3ccc(C)cc3)ccc21 (centres undefined)
    -4% | ? | 2%
93) COc1cc(OC)nc(Oc2cc(/C=N/O)ccc2OC)n1
    -4% | ? | 0%
94) COc1ccccc1NC(=O)C(NC(=O)c1ccc(C)cc1)c1ccccc1 (centres undefined)
    -14% | ? | 2%
95) CN(C)S(=O)(=O)c1cccc(NC(=S)NC(=O)C2CCCCC2)c1
    2% | 18µM* | 5%
96) Cc1ccc(/C=C2\C(=N)N3N=C(CC(=O)N4CCOCC4)SC3=NC2=O)o1
    -8% | 28% | -16%
97) CCc1ccc(CN(C)C(=O)C2=CC=CN3CCS(=O)(=O)N=C23)cc1
    -3% | -18% | -10%
98) CCNc1nc(NCC)n2c(SC(C)C(=O)c3ccc(C)cc3)nnc2n1 (centres undefined)
    1% | 13µM* | -5%
99) O=C(NC1CCN(C(=O)Nc2cccc(Cl)c2)CC1)c1ccccc1
    -8% | ? | 15%

# Screening data deposited in PubChem BioAssay by National Center for Advancing Translational Sciences (NCATS).

# An excerpt. The share of hits here may be higher or lower than overall.
